Screening data from PubChem BioAssay.
MOR-DOR inv ag = mu-delta opioid heterodimer inverse agonism; 0.21% of 340,000 active; P35372+P41143; cell-based MOR-DOR heterodimer luminescence; inhibition, % at 9.3 µM; in the data active = inhibition above about 22%, passing the limit was not always enough;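 also: 0% = cells with DMSO and 100% = wells without cells with DMSO; values of inactives mirror those of a sister screen read the other way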
PKA-R2B act = activates the human PKA-R2B holoenzyme complex; PKA-R2B holoenzyme dissociation, Cy5-IP20 fluorescence polarization; R2B truncated from residue 108, S112A mutant; 0% DMSO only, 100% 113 µM cGMP; AID 504700; 0.079% of 340,000 active; P22694+P31323; activation, % at 11.4 µM;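 active = activation above a cutoff set at the mean over all compounds plus 3 SD, cut at about 18% in these data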;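 also: higher means more holoenzyme dissociation and a rise in polarization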
Target sequence (P31323 whole entry, looked up, other chains not shown, the tested form may be a part): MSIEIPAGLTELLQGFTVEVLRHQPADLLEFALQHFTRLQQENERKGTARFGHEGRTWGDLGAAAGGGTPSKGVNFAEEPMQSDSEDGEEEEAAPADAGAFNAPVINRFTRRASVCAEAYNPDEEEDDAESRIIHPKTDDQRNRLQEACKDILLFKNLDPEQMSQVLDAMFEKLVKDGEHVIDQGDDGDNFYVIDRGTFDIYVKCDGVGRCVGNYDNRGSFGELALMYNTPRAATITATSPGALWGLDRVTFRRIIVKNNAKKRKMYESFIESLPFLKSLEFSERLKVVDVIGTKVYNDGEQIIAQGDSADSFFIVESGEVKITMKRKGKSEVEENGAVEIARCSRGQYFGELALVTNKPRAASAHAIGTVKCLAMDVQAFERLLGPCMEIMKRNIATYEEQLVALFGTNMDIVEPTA
phage Ecoli inh = E. coli growth loss with phage present; growth absorbance; inhibition, % at 11.9 µM; 0.26% of 360,000 active; AID 651602; in the data active = inhibition above about 11%
PfHsp90 set2 = inhibits growth of yeast expressing Plasmodium falciparum Hsp90. S. cerevisiae expressing PfHsp90, BacTiter-Glo ATP, 48 h; yeast lacking PDR1 and PDR3 efflux regulators. inhibition, % at 9.4 µM. 0.32% of 310,000 active. AID 504621;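 active = every replicate shows inhibition above about 80%, whatever the replicate mean, limit read from the data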;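 also: 0% = DMSO neutral controls and 100% = 20 µM radicicol positive controls; yeast relying on Plasmodium falciparum Hsp90 in place of its own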
Tat transport = blocks Tat-dependent protein export in E. coli. E. coli MC4100 TorA-mCherry Tat export, fluorescence. inhibition, % at 10 µM. 0.036% of 340,000 active;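 active = mean replicate inhibition at least 50% and at least half of replicates individually reaching 50%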;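 also: exported cargo escapes ClpAP degradation while cytoplasmic cargo is degraded and loses fluorescence; 0% = median of neutral control wells and 100% = median of NaSCN control wells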
E coli growth = counter-screen for AddAB inhibitors: E. coli growth inhibition | 0.27% of 330,000 active | E. coli V3065 growth, OD600 absorbance, 18 h | inhibition, % at 11.9 µM;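 active = inhibition above the campaign's mean inhibition across all tested compounds plus 3 SD, cut at about 9.9% in these data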;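 also: uninfected addAB+ strain grown without phage in ampicillin broth; 0% = DMSO wells and 100% = ciprofloxacin 0.95 µg/ml wells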
PKA-R1A activ = activates the PKA-R1A holoenzyme complex. PKA-R1A dissociation, Cy5-IP20 fluorescence polarization; scaled: DMSO 0%, 113 µM cGMP 100%. 0.083% of 340,000 active. AID 504707. activation, % at 11.4 µM. P00514+P68181;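 active = percent activation above the mean of all tested compounds plus 3 SD, cut at about 19% in these data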;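 also: higher means more PKAc released from R1A so a rise in polarization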
AddAB inh = less growth of phage-infected E. coli with AddAB | inhibition, % at 11.9 µM | E. coli expressing H. pylori AddAB, absorbance growth | 0.29% of 330,000 active; in the data active = inhibition above about 12%;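 also: 0% = vehicle wells of infected cells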
HTR5A inv ag = counter-screen for OPRM1-OPRD1 inverse agonists: human HTR5A inverse agonism | P47898 | HTR5A cell line, luminescence | inhibition, % at 9.3 µM | 0.083% of 340,000 active; in the data active = inhibition mostly above about 23%, no sharp cut-off; inactive = mostly below about 18%;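 also: 0% = cells with DMSO and 100% = no-cell wells with DMSO; some compounds called inactive have numbers as strong as hits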
Target sequence (P47898 whole entry, looked up): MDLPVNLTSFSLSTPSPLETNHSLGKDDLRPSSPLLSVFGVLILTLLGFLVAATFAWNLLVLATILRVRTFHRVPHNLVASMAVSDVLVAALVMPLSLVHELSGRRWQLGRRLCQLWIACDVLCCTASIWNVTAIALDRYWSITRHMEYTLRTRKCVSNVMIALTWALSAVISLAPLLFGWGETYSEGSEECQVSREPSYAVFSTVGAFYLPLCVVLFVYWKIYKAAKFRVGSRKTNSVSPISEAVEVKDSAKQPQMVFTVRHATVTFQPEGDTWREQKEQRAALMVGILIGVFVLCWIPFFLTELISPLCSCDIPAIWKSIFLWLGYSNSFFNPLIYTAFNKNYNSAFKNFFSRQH
OPRM1-OPRD1 ag = agonists of human mu-delta opioid receptor heterodimerization; cells, OPRM1-OPRD1 heterodimerization, luminescence; activation, % at 9.3 µM; 0.3% of 340,000 active; AID 504326; in the data active = activation above about 18%;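 also: 0% = vehicle-treated cells and 100% = reference agonist; values of inactives mirror those of a sister screen read the other way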
SUMO Mot1 rescue = SUMOylation pathway inhibition by Mot1-301 growth rescue; S. cerevisiae Mot1-301 growth rescue, ATP luminescence, 38.5C; percent above DMSO median, 100 means doubled; growth rescue, % at 18.8 µM; 1% of 320,000 active; AID 2716;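 active = every valid replicate shows activation above 250% relative to neutral control wells; inactive = the rest, any valid replicate at or below 250%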;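 also: OY570 slx delta 5 strain wells were the positive control but not used for scaling; some compounds called inactive have numbers as strong as hits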
Active calls of the source: *; · = not tested or not shown; & = joins results of further samples.

SMILES	MOR-DOR inv ag	PKA-R2B act	phage Ecoli inh	PfHsp90 set2	Tat transport	E coli growth	PKA-R1A activ	AddAB inh	HTR5A inv ag	OPRM1-OPRD1 ag	SUMO Mot1 rescue
Cc1ccc(NC(=O)CSc2nn3c(=O)c(C)nnc3s2)cc1Cl	12	-7	2.0	18	5	-0.3	2	3.7	-16	-2.2	-4
O=C(NN1C(=O)NC2(CCCCC2)C1=O)c1cc(F)cc(F)c1	13	2	-2.8	6	6	-1.4	-6	0.9	-6	-3.4	-1
CCOC(=O)C(Cc1c(F)cccc1F)(NC(C)=O)C(=O)OCC	1	6	2.5	·	-3	-1.7	4	0.2	-6	-0.1	-12
Cc1ccc(N2C(=O)CN(Cc3sccc3C)C2=S)cc1C	-24	1	2.5	17	-1	-0.5	-6	-1.7	-16	3.9	11
O=C(c1ccccc1)c1ccc(Oc2ncccn2)cc1	10	-5	5.5	-12	-8	-2.2	-9	2.3	-7	-1.6	12
O=C(Nc1ccc(S(=O)(=O)N2CCCC2)cc1)c1cccnc1	11	0	2.6	-12	-2	1.1	-15	1.7	-7	-2.5	15
O=c1cc(NC2CCCCC2)[nH]c(=O)[nH]1	18	-3	0.0	0	4	-3.4	5	3.1	-4	-3.6	-12
CCCNC(=O)C(=O)NCC(c1ccc2c(c1)OCO2)N1CCN(c2ccc(F)cc2)CC1 (centres undefined)	-4	-5	1.5	-4	-2	2.5	-11	1.5	-2	0.7	-2
CCOC(=O)C1(CCOc2ccccc2)CCN(CC2CC2)CC1	0	-8	1.9	-4	-2	-2.5	-3	-3.1	-3	0.0	13
O=c1[nH]cc(NCCc2ccccc2)c(=O)[nH]1	5	4	4.3	-52	-1	-2.8	5	1.8	-6	-1.0	9
CCOc1cc(S(=O)(=O)NC2CC(C)(C)NC(C)(C)C2)ccc1Cl	5	-14	0.7	-1	-11	-2.3	-3	0.5	-1	-0.9	38
CCN(C(=O)CSc1nnc(-c2ccncc2)n1C)C1CCS(=O)(=O)C1 (centres undefined)	-12	-2	0.5	-4	-4	-1.4	-8	3.2	-10	2.1	5
CCCCOc1ccc(CONS(=O)(=O)c2ccc(NC(C)=O)cc2)cc1Cl	-26	0	2.7	1	6	2.9	-2	2.0	0	3.6	-1
CCCc1c(C(=O)N/N=C/c2ccc(OCc3ccccc3)c(OC)c2)nnn1-c1nonc1N	-8	0	2.4	-6	-5	-0.8	-10	2.5	-19	1.5	8
Cc1cccc(-n2c(=O)c3c(n4cnnc24)-c2ccccc2CC32CCCCC2)c1	-10	0	2.5	17	-11	-1.9	8	0.6	-4	2.5	-4
CC(C)NC(=S)NN=C1c2ccccc2-c2ccccc21	4	-12	0.3	-9	0	-3.0	0	-4.5	6	-0.7	9
COc1ccc(/C=N/Nc2ccccc2C(=O)O)cc1	11	-1	1.4	17	3	-0.5	5	-1.3	-10	-2.5	20
O=C(O)CC(Cc1ccc(Cl)cc1)C(=O)Nc1ccc([N+](=O)[O-])cc1 (centres undefined)	8	19*	4.5	-73	5	0.0	3	2.0	9	-1.7	-24
COc1cc2c(cc1OC)C(C)N(C(=O)c1sccc1C)CC2 (centres undefined)	10	2	4.2	-65	3	-1.5	2	3.0	-3	-1.9	28
C=CCNCC#CCOc1ccc(OC)cc1	1	-2	0.5	5	-4	-2.5	4	1.9	-28	-0.2	-1
COc1ccc(-n2cc(-c3ccccc3)c3c(NCCOCCO)ncnc32)cc1	-14	2	0.3	-26	7	-5.2	-6	-2.2	-19	3.0	-3
COc1ccc(CN(C)C(=O)/C=C/c2ccc(S(=O)(=O)N3CCOCC3)cc2)cc1F	7	-8	0.2	·	-4	·	11	·	-8	-1.4	·
CCN(CC)C(=O)Cn1cc(C(=O)C(=O)N2CC=C(c3ccccc3)CC2)c2ccccc21	-29	-8	0.9	-16	-2	-0.1	-3	-2.6	-18	6.0	·
COc1ccc2nc(C)cc(N3CCN(c4ccccc4)CC3)c2c1	12	-3	1.4	-1	11	-2.8	-1	2.5	-2	-2.2	0
Cc1cc2nc(/N=C(\N)NC(=O)N3c4ccccc4Sc4ccccc43)nc(C)c2cc1C	-14&-5	0&-5	1.6&1.4	-19&-6	-5&-3	-1.6	-4&0	5.0	-17&-3	2.8&0.8	0

The list continues:
SMILES	MOR-DOR inv ag	PKA-R2B act	phage Ecoli inh	PfHsp90 set2	Tat transport	E coli growth	PKA-R1A activ	AddAB inh	HTR5A inv ag	OPRM1-OPRD1 ag	SUMO Mot1 rescue
Cc1nc(N(C)Cc2ccccc2)c2nnn(Cc3ccccc3)c2n1	-25	-7	2.8	23	9	2.7	1	4.1	11	3.9	-12
Cc1ccc(NC(=O)CCn2cccc2)cc1	0	1	2.8	·	-12	1.2	0	0.5	-21	0.0	-7
CC(C)Cn1c(N)c(C(=O)COC(=O)CC23CC4CC(CC(C4)C2)C3)c(=O)n(C)c1=O	-38	-1	1.4	1	7	2.7	-9	2.4	-39	6.7	-13
CCCn1nc2cc(C(=O)NCCc3ccc(C)cc3)ccc2c1OCC	6	-14	2.7	·	5	-0.9	0	-0.1	21	-1.1	12
Cn1ccc(C(=O)N/N=C/c2ccncc2)n1	20	-14	0.3	9	13	·	-5	·	16	-6.2	·
O=C(COC(=O)c1ccc([N+](=O)[O-])s1)Nc1ccc(F)cc1	-5	0	-0.3	-8	-25	-2.9	-1	3.0	-9	1.2	221
COc1ccc(-c2nc3cc(NC(=S)NC(=O)Cc4ccccc4)ccc3o2)cc1	-2	-12	2.7	1	2	1.2	-1	6.3	4	0.4	28
CC(=O)N1CCSc2ccc(S(=O)(=O)NCc3ccccc3)cc21	-5	-4	3.0	1	-9	-1.0	-1	1.1	-21	1.0	-3
CC1SC(=NC(=O)c2ccco2)NC1=O (centres undefined)	5	9	0.9	17	-5	-3.5	-2	1.8	-4	-1.0	25
CSc1ccccc1C(=O)NCCSc1ccc(C)cc1	-6	-6	0.7	-35	-3	0.7	4	0.8	-3	1.0	-6
COc1cc(/C(C)=N/N2CCN(Cc3ccc(C)cc3)CC2)ccc1O	9	-6	-2.5	8	3	-0.3	5	-3.0	-2	-1.9	4
CC(=O)c1cccc(NC(=O)c2ccc(NC(=O)CCS(=O)(=O)c3cccs3)cc2)c1	-3	0	3.0	7	-3	-0.2	-4	0.9	-8	0.5	1
CC1CN(C(=S)NC(=O)c2ccc([N+](=O)[O-])cc2)CC(C)O1 (centres undefined)	15	-6	-0.3	5	4	-1.6	-9	5.1	21	-3.5	-4
Cc1sc(NC(=O)C2=COCCO2)nc1-c1ccc(F)cc1	2	-10	4.0	·	1	2.8	-1	1.6	22	-0.4	·
COc1ccc(NC(=O)c2ccccc2NC(=O)CN2CCCCCC2)cc1	-11	5	2.2	12	-3	2.1	-2	-0.4	8	2.7	8
COC(=O)c1c(NC(=S)NN2CCOCC2)sc2c1CCCC2	4	-19	3.5	-58	-5	-5.0	-11	-4.5	-28	-0.8	·
O=Nc1c2ccc[nH]c-2c2ccc([N+](=O)[O-])cc12	-57	-3	3.0	-15	17	-0.4	-18	-0.1	-3	8.3	0
COc1cc(/C=N/N2CCN(C3c4ccccc4-c4ccccc43)CC2)cc(OC)c1OC	0	10	1.6	24	-1	0.0	4	3.2	-17	0.0	-12
CCc1c(C)[nH]c2ccc(C)cc2c1=O	-4	7	4.3	-17	6	1.5	5	0.3	-2	0.7	7
COc1cc(NC(=O)Cn2cnc(S(=O)(=O)N3CCOCC3)c2)cc(OC)c1OC	15	-4	-0.2	-19	1	1.4	7	0.3	-2	-2.9	4
COc1ccccc1N(C)S(=O)(=O)c1ccc(C(=O)N2CCC2)cc1	1	-10	1.2	9	-10	·	-20	·	13	-0.2	·
CC(OC(=O)C1=COCCO1)C(=O)Nc1ncc(Cl)cc1Cl (centres undefined)	-2	8	0.2	·	0	·	9	·	-1	0.4	·
CCOc1ccc(C(=O)CCNC(Cc2cnc[nH]2)C(=O)O)cc1 (centres undefined)	10	-7	2.2	-1	-4	1.2	-5	0.3	12	-1.8	3
CCO[C@H]1OC(C(=O)N2CCCCCCC2)=C[C@@H](c2ccc(C(F)(F)F)cc2)[C@@H]1CCCO	3	-8	0.2	-11	17	-0.2	-5	0.5	-8	-0.5	-5

Structural class, those above with four or more nitrogen atoms
SMILES	MOR-DOR inv ag	PKA-R2B act	phage Ecoli inh	PfHsp90 set2	Tat transport	E coli growth	PKA-R1A activ	AddAB inh	HTR5A inv ag	OPRM1-OPRD1 ag	SUMO Mot1 rescue
Cc1ccc(NC(=O)CSc2nn3c(=O)c(C)nnc3s2)cc1Cl	12	-7	2.0	18	5	-0.3	2	3.7	-16	-2.2	-4
CCCNC(=O)C(=O)NCC(c1ccc2c(c1)OCO2)N1CCN(c2ccc(F)cc2)CC1 (centres undefined)	-4	-5	1.5	-4	-2	2.5	-11	1.5	-2	0.7	-2
CCN(C(=O)CSc1nnc(-c2ccncc2)n1C)C1CCS(=O)(=O)C1 (centres undefined)	-12	-2	0.5	-4	-4	-1.4	-8	3.2	-10	2.1	5
CCCc1c(C(=O)N/N=C/c2ccc(OCc3ccccc3)c(OC)c2)nnn1-c1nonc1N	-8	0	2.4	-6	-5	-0.8	-10	2.5	-19	1.5	8
Cc1cccc(-n2c(=O)c3c(n4cnnc24)-c2ccccc2CC32CCCCC2)c1	-10	0	2.5	17	-11	-1.9	8	0.6	-4	2.5	-4
COc1ccc(-n2cc(-c3ccccc3)c3c(NCCOCCO)ncnc32)cc1	-14	2	0.3	-26	7	-5.2	-6	-2.2	-19	3.0	-3
Cc1cc2nc(/N=C(\N)NC(=O)N3c4ccccc4Sc4ccccc43)nc(C)c2cc1C	-14&-5	0&-5	1.6&1.4	-19&-6	-5&-3	-1.6	-4&0	5.0	-17&-3	2.8&0.8	0
Cc1nc(N(C)Cc2ccccc2)c2nnn(Cc3ccccc3)c2n1	-25	-7	2.8	23	9	2.7	1	4.1	11	3.9	-12
Cn1ccc(C(=O)N/N=C/c2ccncc2)n1	20	-14	0.3	9	13	·	-5	·	16	-6.2	·
COc1cc(NC(=O)Cn2cnc(S(=O)(=O)N3CCOCC3)c2)cc(OC)c1OC	15	-4	-0.2	-19	1	1.4	7	0.3	-2	-2.9	4
